High-throughput results: PubChem, National Center for Advancing Translational Sciences (NCATS)
KDM4E inh – qHTS Assay for Inhibitors of Human Jumonji Domain Containing 2E (JMJD2E); JMJD2E catalytic domain, FDH-coupled NADH fluorescence (FDH is formaldehyde dehydrogenase); Potency, µM (top dose mostly 57.1 µM), for inactives: top-dose activity change, negative = inhibition, most hits filed as inhibitors; 230,000 compounds, 1.6% hits; AID 2147, 2009; active means well fitted inhibition curve with a large enough effect, not every such curve was filed as active; inconclusive means small, poorly fitted or top-dose-only effect, or another doubt; inactive means no such curve, though single readings can be large or run the other way;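 further: 0% = wells with enzyme and -100% = buffer wells without enzyme; nearly all actives have a fitted effect of over 50% in size; many of its hits are not listed in these tables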
aGal spleen mod – qHTS Assay for Inhibitors and Activators of Human alpha-Galactosidase From Spleen Homogenate; human spleen homogenate, 4MU-alpha-Gal fluorescence, 40 min; Potency, µM (top dose mostly 80 µM), without a hit: top-dose activity change, negative = inhibition, hits mostly inhibitors; 240,000 compounds, 0.008% hits; AID 2107, 2009; Alpha-galactosidase A (Homo sapiens), P06280;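 further: 0% = enzyme with vehicle and -100% = no enzyme basal signal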
Target sequence (P06280 32-429 limits assumed): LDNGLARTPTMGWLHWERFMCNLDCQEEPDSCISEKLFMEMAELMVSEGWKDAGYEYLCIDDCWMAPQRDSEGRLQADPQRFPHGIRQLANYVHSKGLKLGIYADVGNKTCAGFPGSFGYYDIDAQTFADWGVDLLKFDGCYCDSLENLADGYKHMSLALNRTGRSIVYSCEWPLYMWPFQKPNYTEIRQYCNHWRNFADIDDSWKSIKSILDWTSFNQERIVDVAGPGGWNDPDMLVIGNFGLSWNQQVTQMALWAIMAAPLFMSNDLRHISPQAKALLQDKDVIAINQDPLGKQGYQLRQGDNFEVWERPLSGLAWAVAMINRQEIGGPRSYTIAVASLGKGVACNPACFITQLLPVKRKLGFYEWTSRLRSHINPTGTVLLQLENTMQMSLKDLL
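Fluorogenic readout (Ex 365/Em 440 nm) of 4-methylumbelliferone released from 1 mM 4-MU-alpha-galactoside by spleen homogenate, 40 min at 37C, pH 5.0. Data normalized to no-enzyme and enzyme controls; Hill-equation AC50 from compound titrations.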
GAA inh – qHTS Assay for Inhibitors of Human alpha-Glucosidase as a Potential Chaperone Treatment of Pompe Disease. 200,000 compounds, 0.005% hits. purified human GAA, 4-MU-alpha-glucoside fluorescence. Lysosomal alpha-glucosidase (Homo sapiens), P10253. Potency, µM (titrated, usually from 76.9 µM), for the others: at the highest dose activity change, negative = inhibition, most hits filed as inhibitors. AID 1466, 2008;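 further: plate controls were uninhibited enzyme wells for no effect and no-enzyme background for full effect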
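Compounds are titrated up to 77 uM against 4 nM human enzyme. Substrate 4-methylumbelliferyl-alpha-D-pyranoside (400 uM) reacts 20 min at room temperature in pH 5.0 buffer; liberated 4-methylumbelliferone is read at 440 nm.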
ALDH1A1 block – qHTS Assay for Inhibitors of Aldehyde Dehydrogenase 1 (ALDH1A1) | Potency, µM (top dose mostly 75.3 µM), for the others: at the highest dose activity, negative = inhibition, most hits filed as inhibitors | Aldehyde dehydrogenase 1A1 (Homo sapiens), P00352 | Purified ALDH1A1, NADH fluorescence, propionaldehyde substrate | 220,000 compounds, 7.3% hits; active means well fitted inhibition curve with a large enough effect, not every such curve was filed as active; inconclusive means small, poorly fitted or top-dose-only effect, or another doubt; inactive means no such curve, though single readings can be large or run the other way;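 further: plate controls were no enzyme wells and a reference inhibitor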
Target sequence (P00352 whole entry, looked up): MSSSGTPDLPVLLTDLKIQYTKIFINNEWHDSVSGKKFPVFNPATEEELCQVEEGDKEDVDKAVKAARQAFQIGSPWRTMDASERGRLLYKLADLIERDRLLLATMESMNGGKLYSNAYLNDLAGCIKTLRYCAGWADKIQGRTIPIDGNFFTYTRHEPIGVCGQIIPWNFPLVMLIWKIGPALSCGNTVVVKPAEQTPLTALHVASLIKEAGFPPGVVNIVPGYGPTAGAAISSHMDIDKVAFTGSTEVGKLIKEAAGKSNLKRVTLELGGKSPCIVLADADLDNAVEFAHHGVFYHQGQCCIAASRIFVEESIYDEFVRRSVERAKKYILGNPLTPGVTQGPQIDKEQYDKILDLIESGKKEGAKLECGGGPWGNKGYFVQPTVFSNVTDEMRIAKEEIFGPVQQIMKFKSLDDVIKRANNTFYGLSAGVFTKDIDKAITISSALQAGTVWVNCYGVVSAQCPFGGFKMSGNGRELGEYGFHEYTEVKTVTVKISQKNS
aGlu spleen mod – qHTS Assay for Inhibitors and Activators of Human alpha-Glucosidase From Spleen Homogenate; 240,000 compounds, 0.006% hits; Potency, µM (series often up to 79.9 µM), inactives show at the highest dose activity change, negative = inhibition, usual class: inhibitors; AID 2112, 2009; human spleen homogenate, 4-MU-alpha-glucoside fluorescence;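 further: 0% = enzyme with vehicle and -100% = no enzyme basal signal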
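Human spleen homogenate (1 ug) with 4-methylumbelliferyl-alpha-D-glucopyranoside (1 mM final) in 50 mM citrate/phosphate pH 5.0, 0.01% Tween-20; 40 min at 37 C. Stopped at pH 10; 4-MU fluorescence Ex 365/Em 440 nm; AC50 by Hill fit.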
GAA glycogen – qHTS Assay for Inhibitors and Activators of Human alpha-Glucosidase Cleavage of Glycogen; 300,000 compounds, 0.38% hits; Lysosomal alpha-glucosidase (Homo sapiens), P10253; recombinant GAA, glycogen substrate, Amplex Red glucose oxidase fluorescence; Potency, µM (doses to about 76.4 µM), without a hit: at the highest dose activity change, negative = inhibition, actives largely listed as inhibitors;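 further: 0% = full enzyme reaction and -100% = no-enzyme basal signal; the screen sought inhibitors and activators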
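Recombinant human enzyme (4 nM); glycogen substrate; 37 C, 40 min, pH 5.0. Readout: coupled glucose oxidase/Amplex Red fluorescence.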
SMN2 splice up – qHTS Assay for Enhancers of SMN2 Splice Variant Expression; Potency, µM (series often up to 46.1 µM), without a hit: at the top dose activity change, positive = activation, hits mostly activators; 210,000 compounds, 2.8% hits; HEK293 SMN2-luciferase splicing reporter, luminescence, 30-36 h; further: % of control where 0% means no effect; nearly all actives have a fitted effect of over 55% in size
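HEK293 cells carry an SMN2 […]–luciferase reporter in which exon 7 inclusion puts luciferase in frame. Cells were plated 10-12 h before compound addition, then incubated 30-36 h at 37C. ONE-Glo luminescence was read; sodium butyrate at 4.5 mM final served as control.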
GoLoco inh red – qHTS Assay for Inhibitors of RGS12 GoLoco Motif Activity (Red Fluorophore). AID 880, 2007. Guanine nucleotide-binding protein G(i) subunit alpha-1 (Homo sapiens), P63096. 230,000 compounds, 0.44% hits. Potency, µM (highest dose often 61.6 µM), inactives show at the top dose activity, negative = inhibition, hits mostly inhibitors. Gai1:RGS12 GoLoco peptide FP, rhodamine, 10 min; active means well fitted inhibition curve with a large enough effect, not every such curve was filed as active; inactive means no such curve, though single readings can be large or run the other way; further: on the % scale 0 is the no-effect control and ±100 the full control effect; nearly all actives have a fitted effect of over 30% in size; many of its hits are not listed in these tables
Numbers without * were called inactive; ? = inconclusive; · = not tested or not shown; & = joins results of further samples; [ ] = remark or other dose. Unless noted, the call rests on the fitted dose curve; in most records, active means well fitted curve in the direction sought with a large enough effect; inconclusive means small, poorly fitted or top-dose-only effect, or another doubt; inactive means no such curve, though single readings can be large; an effect the other way counts as inactive or inconclusive. Potency means the concentration at half of the fitted maximal effect. Only part of the results is shown; rates above refer to the full screens.

Values run as follows: KDM4E inh	aGal spleen mod	GAA inh	ALDH1A1 block	aGlu spleen mod	GAA glycogen	SMN2 splice up	GoLoco inh red
CNC(=O)/C(=N\O)c1ccccc1
    -0.6%	-0.7%	-4.5%	8.4%	2.8%	3.1%	-5.1%	-9.9%
COc1cc(C2C(C#N)=C(N)Oc3cc(C)oc(=O)c32)cc(OC)c1OC (stereo not given)
    12.8%	-10.4%	0.3%[15.4 µM]	-7.6%	3.1%	5.9%	·	-18.9%
CN1CCN(NC(=O)c2cc([N+](=O)[O-])cc([N+](=O)[O-])c2)CC1
    -7.5%	-0.4%	-1.6%	0.4%	-0.8%	7.6%	-7.1%	8.3%
CC1=CC(C)(C)Nc2ccc(OC(=O)CN3C(=O)c4cccc5cccc(c45)C3=O)cc21
    12.6µM*	0.1%	-3.8%	11.2µM*	-13.1%	-20.1%	0.0%	-2.8%
O=C(N/N=C/c1ccco1)c1ccc(C(=O)N/N=C/c2ccco2)o1
    6.4%	-9.5%	14.6%	-3.1%	-5.7%	5.0%	5.3%	23.6%
CCCCNC(=S)NC(C)(C)CO
    -9.4%	2.8%	-0.3%	5.6%	6.3%	5.7%	8.6%	21.3%
O=C(CNC(=O)c1ccc([N+](=O)[O-])cc1)c1ccccc1
    4.3%	4.2%	-0.1%	1.4%	-14.6%	3.3%	21.4%	4.4%
CN(C)c1ccc(/C(=N\O)c2ccccc2)cc1
    -25.0%	-6.6%	?	?	-6.0%	-3.4%	21.5%	-2.6%
O=C(CSc1nc2ccccc2c(=O)[nH]1)c1ccc(O)cc1O
    ?	3.8%	-3.1%	?	1.4%	-10.2%	17.4%	-3.7%
Cc1ccc(-c2nn3c(C)nnc3s2)cc1NC(=O)c1cccnc1
    0.6%	2.5%	4.9%	13.2%	3.9%	-1.6%	-5.5%	-1.6%
CCC(C)NC(=O)C(=O)NCc1ccccn1 (stereo not given)
    -1.7%	1.4%	9.6%	8.8%	8.2%	1.2%	9.1%	-2.5%
COC(c1ccccc1)c1nnc(CCC(=O)N(C)C(C2CC2)C2CC2)o1 (stereo not given)
    1.7%	10.5%	-7.9%	-1.6%	3.0%	1.3%	·	8.3%
CCCCN1C(=O)C(O)(CC(=O)c2ccccn2)c2ccccc21 (stereo not given)
    -7.4%	4.0%	-3.3%	1µM*	0.7%	-4.1%	-10.8%	14.8%
Cc1cccc(NC(=O)c2cc3cc([N+](=O)[O-])ccc3s2)n1
    1.1%	3.5%	1.2%	0.2%	1.4%	6.5%	·	0.7%
O=C(/C=C/c1ccc(S(=O)(=O)N2CCOCC2)cc1)NC(=S)Nc1ccc(N2CCOCC2)cc1
    5.4%	0.0%	-13.2%	?	-14.4%	-29.9%	-20.2%	-6.9%
N#Cc1c(CSCC(=O)O)cc(=O)n2c1[nH]c1ccccc12
    117.8%[activator]	-2.3%	-1.1%	37.0%[activator]	-0.3%	5.7%	·	20.6%
C=CCNc1nc(N)c(C(=O)Nc2cc(C)on2)s1
    -1.3%	-2.1%	2.6%	-3.7%	-2.6%	-3.9%	11.2µM*	11.8%
O=C1CSC(c2cccc([N+](=O)[O-])c2)N1CCN1CCCCC1 (stereo not given)
    7.5%	4.7%	-2.2%	4.6%	0.0%	-2.6%	-5.0%	-12.8%
Cc1ccc(S(=O)(=O)O)c(C)c1N1CCCC1=O
    9.0%	2.7%	-1.3%	5.1%	-2.7%	-1.6%	3.2%	4.4%
Cc1cc(NC(=O)COC(=O)C2CCC2)no1
    5.5%	-6.5%	-10.3%	-3.5%	-3.7%	-0.3%	-27.4%	1.0%
O=C1OCC2=C1C(c1ccccc1)CC(=O)N2c1ccc(F)cc1 (stereo not given)
    2.7%	-4.2%	-12.3%	5.0%	·	-1.8%	-7.9%	6.2%
OC[C@H]1O[C@@H](n2cnc3c(NC4CCCC4)ncnc32)[C@H](O)[C@@H]1O
    8.7%	-13.9%&2.3%	-5.9%[15.4 µM]	0.7%&7.6%	-9.2%&-1.3%	?	-13.6%&7.1%	-13.0%&4.6%
O=S(=O)(c1ccc(N2CCC(c3ccc(Cl)cc3)=N2)cc1)N(CCO)CCO
    ?	?	?	?	?	-5.3%	-19.6%	-6.0%
Cc1cc(NCCN(C)C)n2nc(-c3cccs3)cc2n1
    ?	4.5%	-3.1%	?	0.7%	1.6%	6.1%	6.5%
Cc1ccc(NC(=O)c2cc3c(=O)oc4ccccc4c3s2)nc1
    14.3%	-2.8%	-1.5%	16.6%	-3.0%	11.8%	0.3%	1.7%
O=C(CSc1nc2ccc([N+](=O)[O-])cc2[nH]1)c1ccc(Cl)cc1
    0.6%	7.1%	0.1%	-1.6%	-9.5%	1.7%	-8.2%	5.6%
Cc1cc(Oc2ccc(Cl)cc2)nc(-c2ccccn2)n1
    -3.4%	5.6%	·	·	0.6%	5.6%	·	7.0%
Cc1ccc(Cn2c(SCc3cccnc3)nc3c2c(=O)n(C)c(=O)n3C)cc1
    -0.9%	2.8%	-5.1%	1.8%	4.3%	6.9%	-8.4%	3.6%
O=C(Nc1ccc2c(c1)OCO2)c1ccc2c(c1)OCO2
    1.5%	2.8%	-2.1%	?	7.6%	1.9%	5.01µM*	17.2%
Cc1ccccc1C1C(C#N)=C2N=C(N)c3c(sc4c3CCCCC4)N2C2=C1C(=O)CCC2 (stereo not given)
    -0.3%	-8.5%	?	2.24µM*	2.2%	?	-0.2%	18.9%
O=C1C2C(C(=O)N1Cc1ccco1)C1C=CC2C12CC2 (stereo not given)
    0.4%	?	-7.7%	12.6µM*	?	8.3%	8.4%	-23.2%
COC(=O)c1oc2ccccc2c1NC(=O)c1ccccc1O
    -1.9%	0.2%	-13.6%	0.4%	-2.3%	8.3%	-50.1%[inhibitor]	-0.3%
Cc1cccc(NCc2ccccc2O)c1C
    3.0%	3.1%	?	-8.2%	9.1%	-1.1%	-11.3%	8.8%
CC(=O)Nc1ccc(/C=N/N2CCCCC2)cc1
    -18.1%	4.9%	0.4%	-2.9%	0.8%	-8.6%	14.1µM*	10.2%
CC1CCCN(CC(O)COc2ccc(Cl)cc2)C1 (stereo not given)
    -0.5%	-15.9%	-3.2%	-5.7%	-8.9%	-13.4%	-6.2%	1.0%
O=[N+]([O-])c1ccc(N/N=C/c2cn(-c3ccccc3)nc2-c2ccccc2)cc1
    9.6%	16.6%	-2.6%	?	0.6%	-1.1%	-26.3%	148.1%[activator]
OCC1OC(n2cnc3ccccc32)CC1O (stereo not given)
    13.4%	3.8%	·	·	0.7%	-5.1%	·	-2.4%
O=C(CC(c1ccccc1)c1ccco1)N1CCCCC1 (stereo not given)
    16.9%	-0.1%	11.0%	-5.2%	-0.6%	0.3%	-0.1%	10.2%
C/C(=N\O)c1ccc2[nH]ccc2c1
    -2.5%	-5.4%	5.4%	5.4%	-7.6%	-2.9%	22.3%	4.2%
COc1ccc2cc(/C=N/NC(=O)c3ccc(CN(c4cccc(Cl)c4Cl)S(C)(=O)=O)cc3)c(Cl)nc2c1
    2.8%	-3.3%	-2.8%	?	-5.6%	3.3%	-71.0%[inhibitor]	46.0%[activator]
Cc1noc(C)c1COC(=O)Cc1ccc(Cl)c(Cl)c1
    3.1%	-6.6%	-1.7%	8.0%	-12.2%	-3.5%	-13.4%	-3.2%
C=CCNS(=O)(=O)c1ccc(OC)c(C)c1
    -2.0%	3.2%	-9.0%	-0.6%	-5.2%	-5.4%	17.3%	-6.5%
N#CC(C#N)=C1C=CC=CN1/C(=C\c1ccccc1Cl)C(=O)c1ccccc1
    ?	-0.2%	-3.7%	?	-8.1%	4.8%	-116.6%[inhibitor]	41.1%[activator]
O=C(CNC(=O)c1cccc(F)c1)N/N=C/c1ccc([N+](=O)[O-])s1
    3.8%	-0.5%	0.7%	6.3%	-0.1%	4.7%	-24.7%	7.5%
CCc1nc2ccccc2n1CC(=O)Nc1cc(C)on1
    8.1%	-8.1%	0.9%	12.8%	·	7.5%	9.9%	14.3%

Complete entries from above:
Shown for OCC1OC(n2cnc3ccccc32)CC1O (stereo not given) → KDM4E inh: 13.4%; aGal spleen mod: 3.8%; GAA inh: ·; ALDH1A1 block: ·; aGlu spleen mod: 0.7%; GAA glycogen: -5.1%; SMN2 splice up: ·; GoLoco inh red: -2.4%
Shown for Cc1cccc(NCc2ccccc2O)c1C → KDM4E inh: 3.0%; aGal spleen mod: 3.1%; GAA inh: ?; ALDH1A1 block: -8.2%; aGlu spleen mod: 9.1%; GAA glycogen: -1.1%; SMN2 splice up: -11.3%; GoLoco inh red: 8.8%

Next section:
Values run as follows: KDM4E inh	aGal spleen mod	GAA inh	ALDH1A1 block	aGlu spleen mod	GAA glycogen	SMN2 splice up	GoLoco inh red
COc1ccc(C(=O)N/N=C(\Cc2ncc[nH]2)c2ccccc2)cc1
    -11.0%	6.5%	-3.7%	?	-4.2%	?	-86.5%[inhibitor]	3.3%
Cc1onc(C(=O)Nc2sc3c(c2C(N)=O)CCCC3)c1[N+](=O)[O-]
    -3.6%	2.0%	·	·	-3.4%	-4.8%	·	-9.3%
CCOC(=O)c1cc(-c2ccccc2)sc1NC(=O)CC
    -1.7%	-22.0%	4.1%	?	-8.6%	10.9%	-0.9%	2.4%
Cn1cccc1C(=O)NC(=O)COC(=O)Cc1coc2ccc3ccccc3c12
    ?	-14.5%	-4.9%	?	-20.7%	2.0%	-9.0%	36.4%[activator]
CN1C(=O)C2(c3ccccc31)c1c(oc3ccccc3c1=O)C(=O)N2CCO (stereo not given)
    2.4%	2.3%	·	·	0.3%	0.8%	·	9.3%
CCOc1cccc(N2C(=O)CC(NCc3ccc(S(N)(=O)=O)cc3)C2=O)c1 (stereo not given)
    10.9%	-9.0%	-0.7%	-11.3%	-1.7%	-12.7%	5.8%	-1.0%
